14-3-3g Raf: modulators of human 14-3-3 gamma - Raf peptide interaction; P61981; AID 422; 160,000 compounds, 0.19% hits; FP, 14-3-3gamma / TMR-pS259-Raf peptide binding; inhibition, % at 40 µM; in the data active = inhibition above about 30%;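 note: 0% = protein plus tracer without compound and 100% = blank with tracer alone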
Target sequence (P61981 whole entry, looked up): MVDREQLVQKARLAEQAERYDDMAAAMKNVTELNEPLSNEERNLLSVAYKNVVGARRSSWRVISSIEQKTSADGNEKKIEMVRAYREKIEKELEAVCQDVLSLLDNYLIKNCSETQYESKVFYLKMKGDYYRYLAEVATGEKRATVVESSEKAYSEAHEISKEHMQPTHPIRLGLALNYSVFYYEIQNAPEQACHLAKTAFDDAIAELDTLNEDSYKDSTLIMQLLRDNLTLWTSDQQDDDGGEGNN
An asterisk follows results filed as active; & = joins results of further samples. Some of the compounds tested. The share of hits here may be higher or lower than overall.

14-3-3g Raf	SMILES
-9.5	CCN(C(=O)c1ccc(N2CC3CC(C2)c2cccc(=O)n2C3)c(N)c1)c1cccc(C)c1 (centres undefined)
0.5	COc1cccc(Cn2c(NCc3ccccn3)nc3c2c(=O)n(C)c(=O)n3C)c1
-2.4	CC(NC(=O)CN1C(=O)COc2ccc(C(C)(C)C)cc21)c1ccccc1 (centres undefined)
6.0	Cc1[nH][nH]c(=O)c1C(c1ccc2c(c1)OCO2)c1c(C)[nH][nH]c1=O
3.9	S=c1nc(NCCc2ccccc2Cl)c2ccccc2[nH]1
-38.3	Cn1cc(C=Cc2nc3ccccc3c(=O)n2Cc2ccccc2)c2ccccc21
-6.5	COc1ccc(C(C[N+](=O)[O-])Sc2ccccc2N)cc1 (centres undefined)
-11.7	CCOC(=O)c1cc2c(=O)n3ccccc3nc2n(Cc2ccco2)c1=NC(=O)c1ccc([N+](=O)[O-])cc1
-14.6	Cc1ccc(NC(=O)c2cc3c(CO)cnc(C)c3oc2=N)c(F)c1
-9.6	Clc1ccccc1C1=Nn2c(nnc2-c2ccncc2)SC1
5.9	O=C(C1CCN(S(=O)(=O)N2CCC3(CC2)OCCO3)CC1)N1CCC(Cc2ccccc2)CC1
0.2	COc1ccc(NC(=O)c2cccc(N3C(=O)NC4CC3(C)Oc3ccccc34)c2)cc1 (centres undefined)
-1.6	CCOc1ccc(-n2ccnc2SCC(=O)Nc2ccc(C)cc2)cc1
5.7	CNC(=O)N(C1=NCC(C)(C)S1)c1ccc(Cl)cc1
-27.5	CCOc1ccc(NS(=O)(=O)c2ccc3[nH]cc(C(=O)NC(C)c4ccc5c(c4)OCCO5)c(=O)c3c2)cc1 (centres undefined)
0.5	CCCCCCCn1c(SCC=C(C)Cl)nc2c1c(=O)[nH]c(=O)n2C
1.4	CC(C)CN1CC23C=CC(O2)C(C(=O)O)C3C1=O (centres undefined)
4.0	CC1CCc2cc(F)cc3c(O)c(C(=O)NCCN(C)C)c(=O)n1c23 (centres undefined)
-18.3	CCn1c(SC(C)C(=O)O)nc2sc3c(c2c1=O)CCC3 (centres undefined)
-10.3	COc1ccc(S(=O)(=O)CCC(=O)NC(c2ccccc2)c2ccccc2)cc1
-18.4	CC(=O)N1c2ccccc2NC2=C(C(=O)CCC2)C1c1ccco1 (centres undefined)
1.4	COc1cccc(C(c2nnnn2Cc2ccccc2)N2CCN(C3CCCC3)CC2)c1OC (centres undefined)
-5.4	O=C(Nc1ccc(Br)cc1)c1cc(-c2cccc(Cl)c2)on1
1.0	CCOC(=O)C1=C(C)NC(=O)NC1c1cccc([N+](=O)[O-])c1 (centres undefined)
-3.1	COc1ccc(C2C(C(=O)Nc3cc(C)on3)c3cc(OC)c(OC)cc3C(=O)N2C)cc1 (centres undefined)
-7.8	CCOc1ccccc1NS(=O)(=O)c1cc(Br)cc2c1N(C(C)=O)CC2
-16.3	CC(=O)c1c(C)oc2ccc(N(C(=O)c3ccccc3)S(=O)(=O)c3cccc([N+](=O)[O-])c3)cc12
-7.7	COc1cc(-n2cc(-c3ccccc3)n(CC(=O)Nc3ccccc3C)c2=O)cc(OC)c1OC
4.2	O=C(NCc1ccccc1Cl)C1CCN(S(=O)(=O)c2ccccc2)CC1
-6.5	CCOC(=O)N1CCN(c2c(NCCCN(CC)c3cccc(C)c3)c(=O)c2=O)CC1

(more compounds)
14-3-3g Raf	SMILES
-6.5	COc1ccc(NC(=O)c2sc3nc(C)c(C(=O)Nc4ccc(C)cc4C)c(-c4ccco4)c3c2N)cc1OC
4.6	COc1ccc(C(=O)Nc2c3c(nn2-c2ccc(OC)cc2)CSC3)cc1
-56.6	O=c1nc(C=Cc2ccc(-c3ccccc3[N+](=O)[O-])o2)cc(C(F)(F)F)[nH]1
-18.0	Cc1ccc2oc(-c3cccc(NC(=O)COc4ccc(Br)cc4)c3C)nc2c1
-3.7	Cc1ccc2cc3cc(C(=O)N4CCN(C)CC4)sc3nc2c1
-3.2	Cc1ccc(C(=O)COC(=O)c2ccc(Br)o2)cc1
-3.4&-10.8	Cc1nc(=O)c(-c2ccccc2)c(C)n1CCCO
-0.3	Cn1c(=O)cc(SCC(=O)Nc2ccc3c(c2)OCO3)c2ccccc21
6.5	N=c1c2c3c(sc2nc2n1CCC2)CCCC3
0.2	O=C(CCCOc1ccccc1)NCC1CCCO1 (centres undefined)
-6.9	CC1(C)CC(=O)C2=C(C1)OC(N)=C(C#N)C21CCC2(CC1)OCCO2
-6.7	CCC(C)[C@H](NC(=O)NCc1ccccc1Cl)C(=O)OC (some centres undefined)
-14.8	COC(=O)Nc1ccc(S(=O)(=O)N2CCCC(C(=O)Nc3cccc4c3OCCO4)C2)cc1 (centres undefined)
-8.0	COC(=O)c1c(NC(=O)c2ccc(Cl)cc2)sc2c1CCCC2
-13.0	CCC(Cc1ccccc1)n1c(SCc2cc(=O)n3cc(Cl)ccc3n2)nc2ccccc2c1=O (centres undefined)
-0.5	COc1ccc(NC(=O)C2=C(C)NC3=C(C(=O)CC(c4ccc(OC)c(OC)c4)C3)C2c2ccccc2C)cc1 (centres undefined)
1.3	O=C(CSc1nnnn1-c1ccccc1)c1cc2ccccc2oc1=O
1.1	Cc1ccc([N+](=O)[O-])cc1-c1ccc2cccc(C)c2n1
-2.3	COc1ccc(C2CC(=O)C3=C(C2)Nc2ccccc2NC3c2ccc(Cl)c([N+](=O)[O-])c2)cc1 (centres undefined)
-4.1	O=C(NCCc1ccc(Cl)cc1)c1cc(S(=O)(=O)N2CCCCC2)ccc1F
-11.3	CCOc1ccc(-c2csc(NC(=O)c3ccc(S(=O)(=O)N4CC(C)OC(C)C4)cc3)n2)cc1 (centres undefined)
0.8&-5.5	Oc1ccc(CNC2CCCCC2)cc1
-3.4	COc1ccc(-c2noc(-c3ccc(C(C)(C)C)cc3)n2)cc1OC
-5.1	Cc1ccc(C(=O)CC2(O)C(=O)N(C)c3ccc(Br)cc32)c(C)c1 (centres undefined)
-426.5	C=C=C(n1cccc1)C(C)(C)O
-7.6	CCOC(=O)c1cccc(N2C(=O)C3C4c5ccccc5C(CC)(c5ccccc54)C3C2=O)c1 (centres undefined)
-0.5	COc1ccc(Cc2nnc(SCC(=O)NC(C)c3ccccc3)o2)cc1 (centres undefined)
-3.6	CCCCC(CCC(=O)Nc1ccccc1C(=O)OCC)C(=O)O (centres undefined)
2.3	COC(=O)CC(C(=O)Nc1cc(C(=O)OC)cc(C(=O)OC)c1)N1CCN(C)CC1 (centres undefined)
0.1	Cc1ccc(S(=O)(=O)N(CC(=O)N2CCCC2)C2CCCCC2)cc1

In the list so far, 5 contain bromine:
14-3-3g Raf	SMILES
-5.4	O=C(Nc1ccc(Br)cc1)c1cc(-c2cccc(Cl)c2)on1
-7.8	CCOc1ccccc1NS(=O)(=O)c1cc(Br)cc2c1N(C(C)=O)CC2
-18.0	Cc1ccc2oc(-c3cccc(NC(=O)COc4ccc(Br)cc4)c3C)nc2c1
-3.2	Cc1ccc(C(=O)COC(=O)c2ccc(Br)o2)cc1
-5.1	Cc1ccc(C(=O)CC2(O)C(=O)N(C)c3ccc(Br)cc32)c(C)c1 (centres undefined)

(next part)
14-3-3g Raf	SMILES
-6.8	O=C(c1ccc(S(=O)(=O)c2ccc(F)cc2)c([N+](=O)[O-])c1)N1CCN(Cc2ccccc2)CC1
5.5&-5.7	O=C(CSc1nc(-c2ccccc2)c(-c2ccccc2)o1)N1CCOCC1
-8.1	Cn1c(-c2ccc3c(c2)OCO3)cnc1NC(=O)CCC(=O)NCCc1ccccc1
1.3	COc1ccc(CNC(=O)c2cn(C)c(=O)c3c2c2ccccc2n3C)cc1
-10.0	O=C(NCCCn1ccnc1)c1ccco1
-5.1	Cc1ccc2nc(-c3ccc(O)cc3)c(Nc3ccc4c(c3)OCCO4)n2c1
-1.2	CCOC(=O)c1ccc(NCc2ccc(OC)cc2)c([N+](=O)[O-])c1
-4.2	O=C(O)c1ccccc1C(=O)Nc1ccccc1
-0.1	O=C(Nc1cccc(Cl)c1)NC1CCCCC1
-4.6	COc1cc(C(=O)NCCSc2c[nH]c3ccccc23)cc(OC)c1OC
-6.9	CCCCOc1ccc(C2CC(=O)NC2=O)cc1 (centres undefined)
3.0	Cc1ccccc1N=c1oc2ccccc2cc1-c1nc2ccccc2[nH]1
-6.1	COc1ccc(S(=O)(=O)N2CCCC2C(=O)Nc2ccc(Br)cc2)cc1 (centres undefined)
-1.7	COc1cccc2c1OC1(C)CC2NC(=O)N1c1cccc(C(F)(F)F)c1 (centres undefined)
5.0	C=CCSc1nnc(-c2ccncc2)o1
7.9	CC(=O)c1c(C)n([O-])c2ccc(C)cc2[n+]1=O
-1.2	CN(C)CCN1C(=O)C(O)=C(C(=O)c2cccs2)C1c1ccccc1F (centres undefined)
6.4	COC(=O)CNC(=O)c1cccc(Cl)c1
-7.5	Cc1ccc(CN2CCC(C(=O)NCCC(C)C)CC2)o1
-1.9	CCSCCOC(=O)C1=C(C)NC(=O)NC1c1ccc(N(C)C)cc1 (centres undefined)
1.6	CCN1C2=NCCN2c2ccccc21
-6.2	CNC(=O)CSc1nnc(-c2ccc(S(=O)(=O)N3CCCC3)cc2)n1-c1cccc(C)c1C
-14.3	CCC(C)NS(=O)(=O)c1cccc2nsnc12 (centres undefined)
0.8	CCCOc1ccc(-c2nn(-c3ccccc3)cc2C=NC2CCS(=O)(=O)C2)cc1 (centres undefined)
-0.7&-5.8	O=C(O)C1C2CCC(C2)C1C(=O)NCCCn1ccnc1 (centres undefined)
-18.0	O=C(Nc1cccnc1)c1cc(-c2ccc3c(c2)OCO3)on1
-6.1	Cc1nc2cc(NC(=O)CN3C(=O)c4ccccc4C3=O)ccc2n1-c1ccccc1
-2.4	CCc1cccc(NC(=O)CS(=O)Cc2nc(-c3ccc(C)cc3)oc2C)c1 (centres undefined)
2.4	O=C(CSc1nnc(-c2ccccn2)n1Cc1ccccc1)N1CCCC1
-15.6	Brc1ccc(-c2noc(-c3ccco3)n2)o1

Arranged by value in 14-3-3g Raf (high to low): some entries from above
14-3-3g Raf	SMILES
7.9	CC(=O)c1c(C)n([O-])c2ccc(C)cc2[n+]1=O
-1.2	CN(C)CCN1C(=O)C(O)=C(C(=O)c2cccs2)C1c1ccccc1F (centres undefined)
-1.7	COc1cccc2c1OC1(C)CC2NC(=O)N1c1cccc(C(F)(F)F)c1 (centres undefined)

4 records drawn at random from the list so far, as already listed:
14-3-3g Raf	SMILES
-6.1	COc1ccc(S(=O)(=O)N2CCCC2C(=O)Nc2ccc(Br)cc2)cc1 (centres undefined)
1.6	CCN1C2=NCCN2c2ccccc21
-5.4	O=C(Nc1ccc(Br)cc1)c1cc(-c2cccc(Cl)c2)on1
-11.7	CCOC(=O)c1cc2c(=O)n3ccccc3nc2n(Cc2ccco2)c1=NC(=O)c1ccc([N+](=O)[O-])cc1

(next part)
14-3-3g Raf	SMILES
-1.1	CC1=C(C(=O)Nc2ccccn2)C(c2ccc(F)cc2)n2ncnc2N1 (centres undefined)
3.0	CC1(C)CC(CCN=Cc2ccccc2)(Cc2ccccc2)CCO1 (centres undefined)
6.4	COc1cccc(NS(=O)(=O)c2ccc3[nH]cc(C(=O)N4CCCC4)c(=O)c3c2)c1
-12.6	CCCOc1ccc(C(=O)Nc2ccc(N3CCCCC3)cc2)cc1
-4.4	COCCn1nnnc1C(c1ccccc1Cl)N1CCN(c2ccccc2OC)CC1 (centres undefined)
12.0	COc1ccc(C2CC(=O)C3=C(C2)Nc2ccccc2N(C(=O)CCC(=O)O)C3c2ccc(C(C)(C)C)cc2)cc1 (centres undefined)
-17.8	CCOC(=O)c1ccc(NS(=O)(=O)c2ccc(-c3ccccc3)cc2)cc1
-10.2	Cc1nc2ccc(-c3nc4ccccc4[nH]3)cc2[nH]1
-5.5	CN(C(=O)c1ccc(N2CCN(c3ccccn3)CC2)c([N+](=O)[O-])c1)C1CCCCC1
-12.0	Cc1ccc(C)c(Oc2coc3cc(OCc4ccccc4Cl)ccc3c2=O)c1
-10.2	CCOC(=O)c1ccc(N2CCCCC2)c(NC(=O)Nc2ccc(Cl)cc2)c1
-3.8	Cc1cccc(NC2=NCC(=O)N2Cc2ccccc2)c1
3.8	COc1ccc(CCNC(=O)c2c(O)c3cccc4c3n(c2=O)CC4)cc1OC
-3.7	COc1cc(OC)nc(NC(=O)CS(=O)(=O)c2ccccc2)n1
-13.8	CCc1[nH]nc2c1C1(CCN(C(=O)c3ccccc3)CC1)C(C#N)=C(N)O2
-4.5	CCCCCOC(=O)CSc1nc2c(c(=O)[nH]c(=O)n2C)n1CCc1ccccc1
-2.4	O=C(NCc1ccccc1)C1C(=O)N(Cc2ccccc2)C(=O)C1C1(O)CCCC1 (centres undefined)
-3.5	Cc1ccc(Nc2c([N+](=O)[O-])ccc3nonc23)c(C)c1
-1.1	C=CCn1c(SCC(=O)N2CCOCC2)nc2sc3c(c2c1=O)CCC3
-3.8	Fc1ccc(-c2csc3nnc(SCc4cccnc4)n23)cc1
4.3	BrC12CC3CC(C1)CC(Br)(C3)C2
1.3	CC(C)C1Cc2c(sc3nc(SCc4ccccc4)nc(N)c23)CO1 (centres undefined)
-9.7	CCOC(=O)c1sc(NC(=O)c2ccc(OC)c(OC)c2)nc1C
6.0	COc1ccc(C=Nc2ccccc2C(=O)O)cc1
-1.4	O=c1c2ccc([N+](=O)[O-])cc2nc2n1CC(Cl)CCC2 (centres undefined)
-1.3	C=CCN1CCC(=O)Nc2ccccc21
7.4	CCN(CC)CCN1C(=O)C(=O)/C(=C(/O)c2ccc(OC)c(OC)c2)C1c1ccccn1 (centres undefined)
-1.1	O=S(=O)(c1ccccc1)N1CCN(c2ncccn2)CC1
-5.6	O=C(NCc1ccco1)c1ccc(CS(=O)(=O)Cc2ccccc2Cl)o1
-2.2	CCC(=O)N1CCc2cc(S(=O)(=O)N3CCN(c4ccccc4F)CC3)ccc21
-3.7	CC(C)CCn1c(SCc2ccccc2)nc2c1c(=O)n(C)c(=O)n2C
-13.2	Cc1ccc2[nH]c(=O)c3cc(C(=O)N4CCCCCC4)sc3c2c1
-42.3	O=C(NC1CCCc2ccccc21)C1CCN(S(=O)(=O)c2cccc3cccnc23)CC1 (centres undefined)

Source: PubChem (Emory University Molecular Libraries Screening Center)
